Screening results deposited in PubChem by Sanford-Burnham Center for Chemical Genomics.
Mdm2-MdmX inh: human Mdm2/MdmX binding inhibition | actives 3% (n = 330,000) | AID 485346 | SaOS-2 split-luciferase Mdm2/MdmX complementation, luminescence | O15151+Q00987 | inhibition, % at 8 µM;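 active means inhibition of at least 50% at 8 µM in the primary screen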
Target sequence (O15151 whole entry, looked up): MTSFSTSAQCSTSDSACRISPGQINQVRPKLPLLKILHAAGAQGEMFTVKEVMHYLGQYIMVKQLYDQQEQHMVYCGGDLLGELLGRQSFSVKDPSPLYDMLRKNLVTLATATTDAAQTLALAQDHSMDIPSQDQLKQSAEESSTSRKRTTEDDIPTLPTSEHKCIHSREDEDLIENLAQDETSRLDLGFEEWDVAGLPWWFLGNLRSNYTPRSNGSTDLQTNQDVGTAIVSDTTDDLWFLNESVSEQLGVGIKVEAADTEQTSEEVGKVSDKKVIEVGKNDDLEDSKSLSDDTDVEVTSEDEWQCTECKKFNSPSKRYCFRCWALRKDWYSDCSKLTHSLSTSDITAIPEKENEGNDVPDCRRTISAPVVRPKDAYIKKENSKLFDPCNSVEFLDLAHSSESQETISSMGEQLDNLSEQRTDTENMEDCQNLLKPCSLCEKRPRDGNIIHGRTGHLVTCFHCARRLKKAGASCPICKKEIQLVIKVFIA
Target sequence (Q00987 whole entry, looked up): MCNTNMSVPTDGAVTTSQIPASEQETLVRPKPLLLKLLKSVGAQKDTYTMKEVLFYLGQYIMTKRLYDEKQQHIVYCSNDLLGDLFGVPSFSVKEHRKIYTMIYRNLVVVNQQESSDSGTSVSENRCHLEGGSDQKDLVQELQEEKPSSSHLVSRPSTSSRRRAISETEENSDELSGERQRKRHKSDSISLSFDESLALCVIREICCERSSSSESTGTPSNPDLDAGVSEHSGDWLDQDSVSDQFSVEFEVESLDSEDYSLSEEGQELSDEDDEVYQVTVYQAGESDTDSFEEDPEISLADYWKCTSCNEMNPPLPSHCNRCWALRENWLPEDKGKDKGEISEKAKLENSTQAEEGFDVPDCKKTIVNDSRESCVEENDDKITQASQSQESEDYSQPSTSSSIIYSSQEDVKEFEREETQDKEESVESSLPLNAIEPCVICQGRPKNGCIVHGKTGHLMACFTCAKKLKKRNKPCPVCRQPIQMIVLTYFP
CXCR6 inh: blocks human CXCR6 beta-arrestin recruitment; O00574; CHO-K1 PathHunter CXCR6 beta-arrestin, luminescence; inhibition, % at 20 µM; actives 0.36% (n = 360,000); AID 602244; in the data active means inhibition above about 34%, passing the limit was not always enough;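 further: antagonist mode with CXCL16 agonist at 10 nM final; 0% = 10 nM CXCL16 with DMSO and 100% = unstimulated wells without agonist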
UPR CHOP act: apoptotic UPR (CHOP) activation; CHO-CHOP luciferase reporter, luminescence; percent of tunicamycin response over DMSO baseline; activation, % at 10 µM; actives 0.34% (n = 330,000); AID 449763;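 active means at 10 µM dose, activation of 40% or more, normalized to positive control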;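 further: 100% = tunicamycin at 10 µg/mL and 0% = DMSO alone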
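System: CHO CHOP reporter cells. Amount: 500 cells per well. Buffer or medium: F12 medium, 10% FBS. Compound dosing: one dose, 10 µM in 0.5% DMSO. Incubation: 6 h compound exposure at 37 °C after overnight seeding. Technique: Steady-Glo luciferase luminescence. Benchmarks: tunicamycin and DMSO controls.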
CCR6 antagonist: antagonists of human CCR6 receptor. actives 0.49% (n = 340,000). AID 493098. inhibition, % at 20 µM. CHO-K1 CCR6 PathHunter beta-arrestin, luminescence, CCL20-stimulated;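 active means compounds whose inhibition of the agonist-driven luminescence signal at 20 µM reaches about 50%, limit read from the data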;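 further: cells stimulated with CCL20 at 14 nM final; plate controls were DMSO with CCL20 for no effect and DMSO without agonist for full effect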
UPR XBP1 act: activators of adaptive arm of unfolded protein response (XBP1). actives 0.33% (n = 330,000). CHO-XBP1 luciferase reporter, IRE1-XBP1 UPR activation, luminescence; percent of tunicamycin response, DMSO as zero. activation, % at 20 µM. AID 463104;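 active means versus positive control, 20 µM dose yields 30% or more activation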;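 further: 100% = tunicamycin at 10 µg/mL and 0% = DMSO only wells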
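Material: CHO cell line with stable XBP1 luciferase reporter; buffer or medium: F12 medium containing 10% fetal bovine serum; compound: single point, 20 µM final compound, 1% DMSO; incubation: 6 h treatment, 37 °C; measured by: glow luminescence from Steady-Glo reagent; evaluation: activation, % of tunicamycin; control set: tunicamycin high, DMSO low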
EBI2 block: blocks human EBI2 receptor beta-arrestin signaling. actives 0.81% (n = 360,000). inhibition, % at 5 µM. P32249. EBI2 beta-arrestin recruitment, luminescence, 7a,25-OHC stimulated; in the data active means inhibition above about 38%;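 further: enzyme fragment complementation signal reports receptor beta-arrestin coupling in cells; 0% = agonist plus DMSO wells and 100% = wells without agonist; some results beyond the cut were filed as inactive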
APJ antag: antagonists of human APJ apelin receptor. CHO-K1 APJ beta-arrestin complementation, luminescence. inhibition, % at 20 µM. actives 0.32% (n = 330,000);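 active means inhibition above about 40% at 20 µM, limit read from the data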;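 further: cells challenged with 10 nM apelin-13 agonist together with compound; plate controls were apelin-13 plus DMSO wells for no effect and DMSO wells lacking apelin-13 for full effect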
tim23-1 inh: inhibits growth of tim23-1 mutant yeast; S. cerevisiae tim23-1 growth, BacTiter-Glo luminescence, 24 h; actives 1.3% (n = 330,000); inhibition, % at 20 µM; AID 463212;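 active means growth inhibition of the mutant yeast at or above 50%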;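 further: temperature-sensitive mutant grown at 25 °C; plate controls were DMSO-treated mutant yeast for no effect and medium wells lacking yeast for full effect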
APJ ag: APJ receptor agonism; activation, % at 20 µM; AID 2520; P35414; CHO-K1 APJ PathHunter beta-arrestin, luminescence; 0% DMSO wells, 100% apelin; actives 0.11% (n = 330,000);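 active means activation more than six SD over the plate average, tested at 20 µM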;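 further: 0% = DMSO alone and 100% = apelin-13 at 10 nM; some results filed as inactive read as strong as hits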
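Assay system: CHO-K1 APJ beta-arrestin complementation cell line / Compound: single test compound dose, 20 µM final, 1% DMSO / Times: overnight seeding, 90 min compound at 25 °C, 1 h detection / Technique: beta-gal luminescence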
* marks the source's active call; other numbers are inactive results; x = no result given. Some of the compounds tested. The share of hits here may be higher or lower than overall.

SMILES	Mdm2-MdmX inh	CXCR6 inh	UPR CHOP act	CCR6 antagonist	UPR XBP1 act	EBI2 block	APJ antag	tim23-1 inh	APJ ag
CC(C)(C)C(=O)c1cnc(Nc2ccccc2)s1	-142	-10	2.5	5	10	5	-21	35	-4
Cn1c(=O)c2cc(S(=O)(=O)NCCC(=O)NCc3ccccc3Cl)ccc2n(C)c1=O	26	-2	0.0	-4	-4	0	-7	17	-1
O=C(Cn1c(=O)c2cccn2c2cccnc21)NCCCN1CCN(c2ccc(F)cc2)CC1	16	-4	-1.0	-3	-2	-15	5	4	-3
CCOC(=O)c1c(C)[nH]c(C)c1C(=O)CSc1nc2ccccc2c(=O)n1-c1ccc(CC)cc1	56*	-1	11	9	7	16	-5	14	-1
CC(C)c1ccc(NC(=O)CNCC(c2ccccc2)N(C)C)cc1 (configuration not stated)	0	4	1.5	7	0	-8	13	10	-6
O=C(NCCc1ccccc1)C1CCC(CNS(=O)(=O)c2ccc(F)cc2)CC1 (configuration not stated)	32	7	2.5	1	3	-8	1	13	-7
Cc1cccc(N2C(=O)C(O)=C(C(=O)c3cccs3)C2c2ccc(F)cc2)n1 (configuration not stated)	-6	7	-0.5	6	-1	-1	12	8	-3
CCc1ccccc1NC(=S)N(CCN1CCOCC1)Cc1ccccc1F	-2	-9	-1.4	2	-1	5	9	18	-1
CCN(CC(=O)NCc1ccc(Cl)cc1)C(=O)CCOc1ccc(C)cc1	-3	1	1.1	10	3	20	-1	14	0
Cc1ccc(S(=O)(=O)/N=C(\N)Nc2nc(C)c3ccccc3n2)cc1	-36	-2	-0.2	13	2	-11	-1	31	1
Cc1ccc2c(c1)[C@H]1[C@H](CO2)[C@H](c2ccccc2)[C@]2(C)C(=O)N(CC3CCCO3)CC(=O)N12 (some centres not stated)	-9	5	-1.7	5	-1	-2	-2	11	-2
COc1ccc2c(c1)OC[C@H]1[C@H]2N2C(=O)c3cc(OC)c(OC)cc3NC(=O)[C@@]2(C)[C@H]1c1ccccc1	58*	3	6.2	-11	-5	-5	-1	31	3
CCn1c(=O)n(CC)c2cc(NS(=O)(=O)c3ccccc3)ccc21	28	-1	1.2	-4	-4	3	4	1	5
COc1ccc(COc2cc(-c3cccc(OC)c3)nc3ccc(NC(=O)c4ccc(OC)cc4)cc23)cc1	52*	-5	0.0	-14	-3	6	-15	12	7
O=C(CC12CC3CC(CC(C3)C1)C2)NCc1ccccc1	-8	-4	4.5	17	-1	17	-10	19	0
COc1ccc(C(=O)CSc2nnc(-c3cc4ccccc4cc3O)n2Cc2ccco2)cc1	31	6	3.0	11	4	-22	22	30	-6
S=c1[nH]nc(COc2ccc(Cl)cc2)n1C1CCCCC1	5	0	-0.1	27	-2	0	2	26	7
NNC(=O)c1ccc(Cn2cc(Cl)cn2)cc1	-5	-16	-1.4	-21	-1	-13	-27	4	6
COCCCNC(=O)CCc1nnc2ccc(N3CCC(C)CC3)nn12	19	2	1.0	6	0	-21	-26	1	-1
COc1ccc(NC(=O)COc2ccc(CNCCCN3CCOCC3)cc2OC)cc1	-3	-4	-0.6	11	-1	-6	-8	-155	6
COc1ccc(CC(=O)NC2CCN(Cc3nnnn3C(C)(C)C)CC2)cc1OC	-2	-1	3.1	-11	3	4	-41	17	0
Cc1sc2nc(COC(=O)c3ccc(Cl)c(N)c3)[nH]c(=O)c2c1C	6	1	0.6	2	-2	-8	10	9	-5
CC1CCC/C(=C\Nc2ccc(O)cc2)C1=O (configuration not stated)	4	-8	2.0	3	0	3	-14	6	1
O=C(COC(=O)c1cnc(Cl)c(Cl)c1)NCCC1=CCCCC1	25	33	0.2	-8	-2	0	-12	3	-1
COc1ccc(C2=CC(=O)C[C@H](c3ccc(Cl)cc3)C2)cn1	4	2	0.3	15	-3	50*	11	31	-2
CC1CCc2ccc(F)cc2N1S(=O)(=O)c1cccs1 (configuration not stated)	19	1	-1.1	14	0	7	4	9	-7
O=C(NCc1ccccc1)c1ccccc1-c1nc2ccccc2[nH]1	21	-1	-1.4	8	4	-2	-14	6	-1
O=C(Nc1ccc2snnc2c1)N1CCN(c2ccccc2)CC1	4	-11	-2.7	7	-1	9	-1	21	5
C[C@H](NC(=O)c1nc[nH]c1C(=O)N[C@@H](CCCCNC(=O)OC(C)(C)C)C(=O)OC(C)(C)C)c1ccccc1	15	-1	3.2	3	-1	8	18	18	-3
CCN1CCN(CCn2c(=S)[nH]c3ccccc3c2=O)CC1	6	-8	-2.9	17	-1	-4	-11	8	0
BrC(=C\c1ccccc1)/C=N/Nc1ccc2nncn2n1	8	-8	5.7	8	1	1	-10	20	7
c1ccc2c(c1)OCCOCCOc1ccccc1OCCOCCO2	-24	-2	-1.9	8	1	1	-19	12	12
O=C1C=C(NC2CCCCC2)CCC1	-40	-7	0.7	7	-4	2	0	-5	-3
COc1cc(NC(=O)CSc2nc(C)cc(C)n2)cc(OC)c1OC	10	-4	-2.7	3	2	-1	13	11	-2
Fc1ccc(Cn2nnc(-c3ccc(CN4CCOCC4)cc3)n2)cc1	2	2	2.1	22	0	-7	9	-29	-10
CN1C[C@H](C(=O)NC2(C)OC3(O)[C@@H]4CCCN4C(=O)[C@H](Cc4ccccc4)N3C2=O)CC2c3cccc4[nH]cc(c34)C[C@H]21 (some centres not stated)	31	5	-0.6	27	-7	1	x	-9	x
FC(F)(F)c1ccc2c(c1)N1CCCC1CN2 (configuration not stated)	18	3	-1.2	10	-1	3	-10	25	-1
CCCSCCCNC(=O)Cn1c(=O)c2cccn2c2ccccc21	-17	4	-1.0	3	-3	-5	18	15	-2
CC(Sc1ccc(Cl)cc1)C(=O)NCc1ccc2c(c1)OCO2 (configuration not stated)	20	-11	-2.4	16	-3	-3	5	-10	1
CCn1c(SCC(=O)N/N=C/C(C)=C\c2ccco2)nnc1-c1ccccc1	7	-1	-1.1	-9	2	8	13	31	6
COc1ccc(/C=N/NC(=S)N[C@H]2CC3CCC2C3)cc1 (some centres not stated)	12	-3	2.7	4	4	31	-18	29	-2
CC(C)(C)c1ccc(SCCc2cccnc2)cc1	-40	-10	7.5	17	1	-4	10	23	-4
O=C(NN1S(=O)(=O)c2ccccc2S1(=O)=O)c1ccc(Br)cc1	-8	-9	-0.6	-1	3	-5	0	24	-4
COc1ccc(C(=S)N2CCOCC2)cc1OC(=O)c1ccc([N+](=O)[O-])cc1	20	-6	0.4	-10	-2	-18	-20	24	-1
COCc1cc(C)nc(SCC(=O)Nc2cccc3cccnc23)c1C#N	32	-4	-0.5	-2	2	0	5	-3	-2
CC1CCN(S(=O)(=O)c2ccc3c(c2)N(C)C(=O)CC(=O)N3C)CC1	-2	0	-1.0	-13	-1	-3	8	6	-5
COc1cc(C(=O)NCC2CCCO2)ccc1OCc1ccccc1Cl (configuration not stated)	25	4	0.9	10	-8	2	3	21	-2
CC(C)Oc1ccc(OCCNC2CCCC2)cc1	14	4	-3.1	10	1	-9	4	-8	-3
O=C(NNC(=O)c1ccc(-n2cncn2)c([N+](=O)[O-])c1)c1ccc(Cl)cc1	4	6	-0.2	14	-2	12	-2	-1	-2
COc1ccc(CCNc2nc(-c3ccc(O)cc3)cs2)cc1OC	4	-12	0.7	-1	-1	-2	-6	33	1

Printed as active in Mdm2-MdmX inh, of those listed so far:
SMILES | Mdm2-MdmX inh | CXCR6 inh | CCR6 antagonist | UPR XBP1 act | EBI2 block | APJ antag
CCOC(=O)c1c(C)[nH]c(C)c1C(=O)CSc1nc2ccccc2c(=O)n1-c1ccc(CC)cc1 | 56* | -1 | 9 | 7 | 16 | -5
COc1ccc2c(c1)OC[C@H]1[C@H]2N2C(=O)c3cc(OC)c(OC)cc3NC(=O)[C@@]2(C)[C@H]1c1ccccc1 | 58* | 3 | -11 | -5 | -5 | -1
COc1ccc(COc2cc(-c3cccc(OC)c3)nc3ccc(NC(=O)c4ccc(OC)cc4)cc23)cc1 | 52* | -5 | -14 | -3 | 6 | -15

(list continues)
SMILES	Mdm2-MdmX inh	CXCR6 inh	UPR CHOP act	CCR6 antagonist	UPR XBP1 act	EBI2 block	APJ antag	tim23-1 inh	APJ ag
CCOC(=O)c1sc(NC(=O)CCN2CCCCCC2)c(C(=O)OCC)c1C	23	-1	2.7	16	1	16	5	10	1
O=C(Nc1ccc2c(c1)C(=O)NC2=O)c1cccc(C(F)(F)F)c1	26	8	-0.3	5	-2	7	-8	-14	-2
Cc1ccc(S(=O)(=O)NCc2ccc(C(=O)NCCCN3CCC(Cc4ccccc4)CC3)cc2)cc1	75*	1	-1.2	5	-6	1	7	-5	-1
O=C(Nc1ccc(N2CCOCC2)cc1N1CCOCC1)c1cccc([N+](=O)[O-])c1	13	-2	-1.2	4	-1	-8	4	6	-2
CCS(=O)(=O)c1ccc2oc(SCC(=O)Nc3ccc(OC)cc3)nc2c1	-22	2	-0.3	14	-1	1	3	13	0
O=C(Cn1nc(C(=O)O)c2ccccc2c1=O)Nc1cccc(S(=O)(=O)N2CCCC2)c1	10	-7	2.0	13	-4	-1	-4	13	10
Cc1ccc(OCCOC(=O)Cn2nc(C)c([N+](=O)[O-])c2C)cc1	-17	3	0.4	5	1	-7	2	-2	-3
CC(C)(C)NC(=O)COC(=O)CCC(=O)c1ccc(F)cc1	10	-2	0.2	0	1	-6	5	12	-2
COc1ccc2cc(C(=O)C3CCCN(C(=O)/C=C/c4ccccn4)C3)ccc2c1 (configuration not stated)	-20	3	1.6	20	3	-5	1	22	1
CN1CCc2cc3c(c4c2[C@H]1[C@H](O)c1ccccc1-4)OCO3	23	-45	-2.1	2	-1	-36	-123	58*	12
CCc1cc(=O)oc2cc(OC(C)C(=O)NCCCn3ccnc3)ccc12 (configuration not stated)	15	5	-0.8	6	-4	-1	1	4	1
Cc1cc(C)n(-c2nc3ccccc3nc2Nc2ccc(CC(=O)O)cc2)n1	0	1	2.7	14	-2	-2	-66	26	-3
O=C(COc1ccc2c3c(c(=O)oc2c1)CCCC3)NCCCn1ccnc1	1	6	-2.6	10	-2	-4	-15	18	-4
COc1cc(CC(=O)OCC(=O)Nc2cccc([N+](=O)[O-])c2)cc(OC)c1OC	10	0	-0.2	16	-2	-1	-1	9	0
NC(=O)Cn1c(=O)n(CC(=O)N2CCCCC2)c(=O)c2sccc21	-11	4	0.3	6	-3	-5	9	13	-3
CC[C@]12c3[nH]c4ccccc4c3CCN1C(=O)C(CC(=O)NCCc1ccccn1)C[C@@H]2C(=O)N1CCN(C(=O)C2CC2)CC1 (some centres not stated)	-23	10	0.4	7	0	4	-17	-8	-3
O=C1NCCCCC1NC1CC(=O)N(c2ccccc2)C1=O (configuration not stated)	-7	1	-3.1	13	-1	8	-12	14	-3
CCCC(NC(=O)COc1cc2c(c3oc(=O)c(C)c(C)c13)CCC(C)(C)O2)C(=O)O (configuration not stated)	10	4	2.6	2	-2	1	17	12	-5
